Compound activity: PubChem, National Center for Advancing Translational Sciences (NCATS)
Tb PGK inh = qHTS Assay to Find Inhibitors of Phosphoglycerate Kinase. Phosphoglycerate kinase, glycosomal (Trypanosoma brucei brucei), P07378. Potency, µM (top dose mostly 57.5 µM), without a hit: at the top dose activity change, negative = inhibition, hits mostly inhibitors. AID 602233, 2012. 380,000 tested, 0.043% active. PGK/GAPDH coupled, Kinase-Glo luminescence, 60 min; also: potency is read from the fitted curve at half-maximal effect; % is scaled to controls: 0 for no effect and ±100 for the full control effect; nearly all actives have a fitted effect of over 60% in size
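Recombinant glycosomal PGK reaction used 1,3-bisphosphoglycerate generated in-well by GAPDH (100nM final) in 100mM TEA pH 7.6, 5mM MgCl2, 0.01% Tween-20. After 60 minutes at room temperature, ATP was read by Kinase-Glo Plus luminescence end-point.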
Anesthetic bind = qHTS Assay for Identification of Novel General Anesthetics | apoferritin/1-aminoanthracene competitive binding, fluorescence | Potency, µM (doses to about 77.5 µM), for inactives: at the highest dose activity change, negative = displacement, usual class: inhibitors | 350,000 tested, 0.074% active | AID 485281, 2010; also: potency is read from the fitted curve at half-maximal effect; % is scaled to controls: 0 for no effect and ±100 for the full control effect; nearly all actives have a fitted effect of over 20% in size
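Horse-spleen apoferritin (10 uM) in 50% saturated 1-aminoanthracene in PBS was incubated 10 min at room temperature with compound. Fluorescence (ex 380, em 535 nm) was normalized to free and bound 1-AMA, with concentration-response fitted by a four-parameter Hill equation.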
Pol beta inh = qHTS Assay for Inhibitors of DNA Polymerase Beta. Pol beta primer extension/strand displacement, fluorescence kinetic. Potency, µM (top dose mostly 114 µM), without a hit: top-dose activity change, negative = inhibition, usual class: inhibitors. 340,000 tested, 1.3% active; also: potency is read from the fitted curve at half-maximal effect; % is scaled to controls: 0 for no effect and ±100 for the full control effect
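Enzyme-only controls used 10 nM Pol beta; buffer lacking enzyme served as negative control. Compound preincubated 15 min, then 50 nM substrate added; 0 and 10 min reads at room temperature.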
BLM inh = qHTS Assay for Inhibitors of Bloom's syndrome helicase (BLM); RecQ-like DNA helicase BLM (Homo sapiens), P54132; recombinant BLM DNA unwinding, fluorescence dequenching; Potency, µM (top dose mostly 56.1 µM), inactives show at the top dose activity change, negative = inhibition, usual class: inhibitors; 350,000 tested, 0.2% active; AID 2528, 2010;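 also: potency is read from the fitted curve at half-maximal effect; plate controls were vehicle for no effect and no enzyme for full effect; nearly all actives have a fitted effect of over 35% in size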
Target sequence (P54132 whole entry, looked up): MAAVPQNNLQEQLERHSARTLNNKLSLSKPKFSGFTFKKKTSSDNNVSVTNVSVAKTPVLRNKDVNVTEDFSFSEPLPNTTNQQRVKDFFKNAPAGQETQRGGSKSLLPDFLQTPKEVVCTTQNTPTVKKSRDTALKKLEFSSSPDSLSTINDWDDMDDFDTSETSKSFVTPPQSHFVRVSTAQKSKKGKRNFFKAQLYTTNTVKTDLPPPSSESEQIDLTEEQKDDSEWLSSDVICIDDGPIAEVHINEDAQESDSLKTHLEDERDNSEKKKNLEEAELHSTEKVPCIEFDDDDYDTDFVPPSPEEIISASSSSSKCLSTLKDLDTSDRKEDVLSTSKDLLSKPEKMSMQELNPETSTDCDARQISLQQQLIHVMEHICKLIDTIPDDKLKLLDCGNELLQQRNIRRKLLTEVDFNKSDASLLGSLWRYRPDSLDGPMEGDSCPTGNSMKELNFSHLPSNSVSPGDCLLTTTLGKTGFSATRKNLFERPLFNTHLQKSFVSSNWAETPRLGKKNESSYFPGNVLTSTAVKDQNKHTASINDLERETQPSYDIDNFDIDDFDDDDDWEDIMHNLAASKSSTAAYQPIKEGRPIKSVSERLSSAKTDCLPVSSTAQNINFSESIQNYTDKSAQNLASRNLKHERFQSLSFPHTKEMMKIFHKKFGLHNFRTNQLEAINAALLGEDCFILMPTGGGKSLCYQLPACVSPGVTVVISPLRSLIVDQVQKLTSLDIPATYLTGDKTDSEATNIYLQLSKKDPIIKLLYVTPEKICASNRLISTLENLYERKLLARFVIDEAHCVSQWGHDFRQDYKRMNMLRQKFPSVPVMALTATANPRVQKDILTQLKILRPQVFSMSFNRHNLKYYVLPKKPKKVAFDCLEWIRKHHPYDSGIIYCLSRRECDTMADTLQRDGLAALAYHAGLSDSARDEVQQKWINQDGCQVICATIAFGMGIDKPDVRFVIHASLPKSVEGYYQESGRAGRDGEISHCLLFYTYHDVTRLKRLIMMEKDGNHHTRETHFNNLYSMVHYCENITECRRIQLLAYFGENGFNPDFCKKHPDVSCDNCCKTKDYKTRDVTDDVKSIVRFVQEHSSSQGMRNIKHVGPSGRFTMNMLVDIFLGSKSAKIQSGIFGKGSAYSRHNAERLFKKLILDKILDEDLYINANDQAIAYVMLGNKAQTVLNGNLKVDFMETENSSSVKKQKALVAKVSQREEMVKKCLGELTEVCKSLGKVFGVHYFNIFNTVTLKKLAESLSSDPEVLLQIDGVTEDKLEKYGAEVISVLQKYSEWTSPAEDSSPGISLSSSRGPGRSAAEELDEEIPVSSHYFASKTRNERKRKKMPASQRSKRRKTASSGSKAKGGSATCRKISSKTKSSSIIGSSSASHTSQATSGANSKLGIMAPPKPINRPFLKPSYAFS
POLK inh = qHTS for Inhibitors of Polymerase Kappa | DNA polymerase kappa (Homo sapiens), Q9UBT6 | purified Pol kappa, fluorescent DNA synthesis assay, 10 min | Potency, µM (series often up to 107 µM), without a hit: at the highest dose activity, negative = inhibition, usual class: inhibitors | 400,000 tested, 0.53% active; also: potency is read from the fitted curve at half-maximal effect; % is scaled to controls: 0 for no effect and ±100 for the full control effect
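10 nM Pol kappa was preincubated with compounds for 15 min at room temperature. Reaction started with 50 nM (final) substrate. Fluorescence read kinetically at 0 and 10 min.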
Pol eta inh = qHTS for Inhibitors of Polymerase Eta. DNA polymerase eta (Homo sapiens), Q9Y253. recombinant Pol eta, fluorescent DNA replication assay. Potency, µM (top dose mostly 114 µM), for inactives: at the highest dose activity change, negative = inhibition, hits mostly inhibitors. 390,000 tested, 1.2% active. AID 588591, 2011; also: potency is read from the fitted curve at half-maximal effect; % is scaled to controls: 0 for no effect and ±100 for the full control effect
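Pol eta at 10 nM preincubated with compounds 15 min at room temperature; reaction started with fluorescent substrate (50 nM final) and read kinetically at 0 and 10 min.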
RXFP1 antag = qHTS Assay for Antagonists of the Relaxin Receptor RXFP1 | HEK293-RXFP1, relaxin-stimulated cAMP HTRF, 30 min; stronger effect = lower value | activity change, negative = inhibition, % at 57.5 µM | 350,000 tested, 0.59% active | Relaxin receptor 1 (Homo sapiens), Q9HBX9 | AID 1259400, 2018;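 active = activity change of -60% or lower, but not beyond a set lower limit; inconclusive = change between -60% and -40%, or beyond the set limit; inactive = change above -40%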; also: % is scaled to controls: 0 for no effect and ±100 for the full control effect
POLI inh = qHTS for Inhibitors of Polymerase Iota | DNA polymerase iota (Homo sapiens), Q9UNA4 | Pol iota fluorescent replication assay, 10 min | AID 588590, 2011 | Potency, µM (titrated, usually from 115 µM), inactives show top-dose activity, negative = inhibition, most hits filed as inhibitors | 390,000 tested, 1% active; also: potency is read from the fitted curve at half-maximal effect
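Fluorescent replication assay read twice, at 0 min and 10 min after adding 50 nM (final) substrate. Enzyme (10 nM) and compounds were first incubated 15 min at room temperature; enzyme-free buffer wells were negative controls.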
APEX1 inh = qHTS Assay for Inhibitors of the Human Apurinic/apyrimidinic Endonuclease 1 (APE1) | recombinant APE1, TAMRA/BHQ-2 abasic DNA cleavage fluorescence | Potency, µM (top dose mostly 65.8 µM), for the others: at the highest dose activity change, negative = inhibition, hits mostly inhibitors | 350,000 tested, 0.35% active;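 also: potency is read from the fitted curve at half-maximal effect; plate controls were vehicle for no effect and reference inhibitor for full effect; nearly all actives have a fitted effect of over 55% in size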
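Readout is kinetic fluorescence (ex 525, em 598 nm) from cleavage of 50 nM TAMRA/BHQ-2 THF abasic duplex by 0.75 nM APE1, compound added 15 min beforehand at RT.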
Starred values were filed as active, the others as inactive; i = inactive; ? = inconclusive; nt = no result given; & = joins results of further samples; [ ] = remark or other dose. Unless noted, calls follow the shape of the dose curve; as a rule, active = well fitted curve in the direction sought with a large enough effect; inconclusive = small, poorly fitted or top-dose-only effect, or another doubt; inactive = no such curve, though single readings can be large; an effect the other way counts as inactive or inconclusive. Some of the compounds tested; the hit share may differ from the screen's.

Preview, three compounds:
SMILES	Tb PGK inh	Anesthetic bind	Pol beta inh	BLM inh	POLK inh	Pol eta inh	RXFP1 antag	POLI inh	APEX1 inh
Cc1ccc(C)c(C(=O)COC(=O)C(C)N2C(=O)C3C4CCC(C4)C3C2=O)c1 (stereo not given)	-4%	?	-27%	-2%	0%	2%	-1	-5%	40%[activator]
CCOc1cc(CNc2cccc3ccccc23)cc(Br)c1OCC(=O)NC(C)(C)C	nt	2%	79µM*	-13%	-8%	-18%	-13	46%[activator]	-2%
O=C(CS(=O)(=O)c1cn(Cc2ccc(Cl)cc2)c2ccccc12)N1CCCC1	3%	-15%	4%	0%	-6%	-9%	-4	12%	11%

The whole of this part, from the start:
SMILES	Tb PGK inh	Anesthetic bind	Pol beta inh	BLM inh	POLK inh	Pol eta inh	RXFP1 antag	POLI inh	APEX1 inh
Cc1ccc(C)c(C(=O)COC(=O)C(C)N2C(=O)C3C4CCC(C4)C3C2=O)c1 (stereo not given)	-4%	?	-27%	-2%	0%	2%	-1	-5%	40%[activator]
CCOc1cc(CNc2cccc3ccccc23)cc(Br)c1OCC(=O)NC(C)(C)C	nt	2%	79µM*	-13%	-8%	-18%	-13	46%[activator]	-2%
O=C(CS(=O)(=O)c1cn(Cc2ccc(Cl)cc2)c2ccccc12)N1CCCC1	3%	-15%	4%	0%	-6%	-9%	-4	12%	11%
Cc1ccc(S(=O)(=O)CCC(=O)OCC(=O)Nc2cc(S(=O)(=O)N3CCOCC3)ccc2C)cc1	5%	nt	nt	nt	-9%	-19%	-4	21%	13%
O=C(Nc1ccccc1F)Nc1ccccc1OC(F)F	3%	-11%	2%	-5%	-9%	-2%	-8	9%	-5%
CCOC(=O)N1CCN(C(=O)/C(=C/c2ccc(OC)c(OC)c2)NC(=O)c2ccccc2)CC1	1%	-4%	-12%	-3%	-4%	-19%	-11	128%[activator]	-2%
COc1ccccc1-c1noc(CSc2nc(C)cc(=O)[nH]2)n1	5%	-2%	3%	-5%	-11%	-17%	-34	79%[activator]	4%
Cc1ccccc1NS(=O)(=O)c1ccc2c(c1)NC(=O)CCS2	-16%&1%	-8%&-8%	38%&3%	0%&1%	2%&-15%	-19%&-8%	37	42%&13%	13%
Cc1ccc(/C(O)=C2\C(=O)C(=O)N(C)C2c2ccccc2[N+](=O)[O-])cc1 (stereo not given)	9%	-5%	34%	1%	-7%	-23%	-9	124%[activator]	2%
Cc1cc(OCCCC(=O)NCCc2ccccn2)ccc1Cl	0%	-9%	5%	-1%	-6%	-8%	-15	32%[activator]	-5%[12.4 µM]
CC1=CCC2C(=O)N(c3ccc(N4CCOCC4)cc3)C(=O)C2C1 (stereo not given)	i	-6%	-4%	0%	-7%	-1%	5	-22%[58.9 µM]	-1%
COc1ccc(C2(c3ccc(OC)cc3)NC(=O)N(CC(=O)Nc3ccc(OC(F)F)cc3)C2=O)cc1	5%	2%	?	-10%	-15%	-18%	-14	16%	-18%
CCc1nc(-c2ccccc2O)n(-c2ccccc2)n1	4%	-4%	26%	-1%	-19%	-15%	-2	20%	-3%
CCN(CC)C(=O)CSc1nnc(-c2cnccn2)n1-c1ccccc1	i	-8%	7%	-1%	-7%	0%	-8	8%	-4%
CC(C)C(=O)Nc1cccc(NC(=O)c2ccc([N+](=O)[O-])cc2Cl)c1	0%	-7%	-2%	-14%	0%	-18%	-3	15%	1%
CCCc1cc(-c2nc(N)ncc2-c2csc(C)n2)c(O)cc1OC	nt	?	-7%	-7%	-4%	-23%	-13	-8%	-6%
CN(c1cccc(NC(=O)Nc2ccc(Cl)cc2)c1)S(C)(=O)=O	0%	-18%	4%	-7%	-8%	-20%	-26	52%[activator]	-3%
O=C1CSc2ccc(S(=O)(=O)NCc3ccccc3Cl)cc2N1	-4%	-8%	15%	0%	-17%	?	25	25%	-2%
COc1cc(/C=N\Nc2nncn2N)ccc1OC(C)=O	2%	-4%	17%	-3%	-27%	-10%	14	7.1µM*	25%
O=C(Nc1ccc(Cl)c(C(F)(F)F)c1)NC1CC2CCCC(C1)N2C1CC1 (stereo not given)	-5%	nt	nt	nt	-10%	1%	6	0%	nt
O=C(CN1CCN(c2ccccc2)CC1)N1CCc2[nH]c3ccccc3c2C1	7%	0%	4%	-8%	-5%	-6%	2	28%	0%
CCOC(=O)c1ccccc1NC(=O)Cn1ccn2nc(-c3ccc(OCC)cc3)cc2c1=O	nt	44%[activator]	1%	0%	-11%[60.1 µM]	nt	5	-2%	nt
CC1CCN(c2ccccc2NC(=O)c2ccc([N+](=O)[O-])o2)CC1	6%	-5%	17%	-5%	1%	-19%	2	100%[activator]	0%
Cc1ccnc(NC(=O)c2cc3c(=O)oc4ccc(C)cc4c3s2)c1	i	0%	70%	-1%	4%	-19%	7	-9%	?
COCCCNC(=O)c1cc2c(-c3cccc(OC)c3)nn(C)c2s1	-4%&-1%	-3%&-15%	51%&1%	-6%&1%	9%&7%	-5%&-10%	-8&-13	22%&2%	-14%
(continued)
SMILES	Tb PGK inh	Anesthetic bind	Pol beta inh	BLM inh	POLK inh	Pol eta inh	RXFP1 antag	POLI inh	APEX1 inh
COc1ccc(C(=O)Oc2ccc(/C=N/O)cc2)cc1	-2%	-13%	39%	-5%	-8%	-5%	-12	36%[activator]	4%
Fc1cccc(Cn2ccc(-c3ccc4c(c3)OCO4)n2)c1	6%	-12%	1%	-7%	-14%	-6%	-3	7%	16%
COc1cn(CC(=O)Nc2ccc(F)cc2)c(CN2CCCCC2)cc1=O	i	-9%	2%	2%	-12%[60.1 µM]	-7%	-5	30%	nt
O=C(CCCN1C(=O)/C(=C/c2ccc3c(c2)OCO3)SC1=S)Nc1ccc(C(=O)O)cc1	-14%	-16%	1%	-9%	-12%	89µM*	4	-22%	44%
Cc1ccc(C)c(NC(=O)CN(C)C(=O)c2ccc(S(=O)(=O)N(C)c3ccccc3)cc2)c1	0%	nt	nt	nt	-8%	?	-4	38%[activator]	17%
COc1ccccc1Nc1cc(C(=O)NC2CCC(C)CC2)c2ccccc2n1 (stereo not given)	1%	97%[activator]	71%	2%	6%	1%	nt	1%	nt
N#CC1(C#N)C(C(N)=O)C1c1ccccc1 (stereo not given)	-8%	3%	14%	-15%	-2%	-9%	0	17%	-1%
O=C(NN1CCOCC1)c1cc(-c2ccc(Br)s2)nc2ccccc12	5%	0%	34%[activator]	-5%	-1%	-8%	-7	4%	6%
CCOc1ccccc1CN1CCN(CCCn2cccn2)CC1CCO (stereo not given)	nt	-5%	-1%	-1%	-7%	-14%	-2	-10%	-2%
CCOc1ccccc1N1CCN(C(=O)CNC(=O)c2ccc(OC)c(OC)c2)CC1	-7%	2%	39%	2%	7%	-22%	-6	41%[activator]	-18%
Cc1cc(NC(=O)C(C)C)ncc1NC(=O)c1cccc(F)c1	-2%	-18%	52%	-5%	4%	-10%	5	14%	-8%
CCCn1c(C(C)Nc2nc(C)cs2)nc2cc(Cl)c(Cl)cc21 (stereo not given)	i	-12%	-11%	-4%	9%	-14%	nt	32%[activator]	-4%
COc1cc(/C=N/NC(=O)c2ccc(=O)[nH]n2)ccc1O	14%	10%	20µM*	-5%	?	?	-9	100µM*	4%
COc1cccc(NC(=O)/C=C/c2ccc([N+](=O)[O-])cc2)c1	-8%	0%	2%	0%	3%	-13%	-13	-12%	5%
COC(=O)N/N=C\C=C\c1ccc2c(c1)OCO2	-7%	-4%	35%[activator]	-5%	-19%	-3%	5	6%	1%
CCCn1nnnc1NCc1cccc(Cl)c1	-8%	-5%	6%	-1%	-15%	-15%	0	71%[activator]	53%[activator]
CCc1ccc(C2c3c(oc4ccc(F)cc4c3=O)C(=O)N2c2nc(C)c(C(=O)OC)s2)cc1 (stereo not given)	-5%	-11%	3%	0%	-9%	-6%	-15	-11%	nt
Cc1ccc(-n2ncc3c(=O)n(CC(=O)N4CCN(c5ccccc5)CC4)cnc32)cc1	6%	-14%	-3%	-12%	-1%	-15%	-6	156%[activator]	-4%
O=C(OCc1nnc(-c2ccccc2)o1)C1CCN(C(=O)c2ccc(Cl)cc2)CC1	-1%	nt	nt	nt	-1%	-17%	-36	24%	46%[activator]
Cc1ccc(C)c2[nH]c(=O)c(CCNC(=O)c3ccc(Br)o3)cc12	-5%	nt	nt	nt	?	-9%	13	12%	nt
Cc1[nH]c2ccccc2c1C(=O)COC(=O)c1ccc[n+]([O-])c1	-4%	12%	9%	4%	4%	-17%	-1	34%[activator]	0%
COc1ccccc1-c1nn2c(C3COc4ccccc4O3)nnc2s1 (stereo not given)	i	?	7%	-1%	5%	?	-12	-4%	-2%
Fc1cc(NCc2ccccc2)nc(NCc2ccccc2)n1	-1%	-23%	-4%	-17%	-2%	-20%	6	-4%	-4%
CC(C)CN(C)C(=O)CCc1nnc(Cc2cccc(C(F)(F)F)c2)o1	i	-17%	34%	-3%	-1%	-7%	14	43%[activator]	0%
O=C(NC1CCCCC1)c1ccc(CSc2nc3cccnc3n2Cc2ccccc2)cc1	6%	3%	-9%	1%	-8%	-22%	-6	13%	nt
CCCc1cc(C(=O)N2CCCC(C(=O)c3cc(C)c(OC)c(C)c3)C2)n(C)n1 (stereo not given)	-6%	2%	21%	-16%	-4%	-9%	?	-15%	2%
CN1CCc2nc(SCc3ccc(C(C)(C)C)cc3)c(C#N)cc2C1	nt	?	2%	-16%	-4%	-4%	-14	6%	12%
Cc1cc(C)n(C(=O)c2c([N+](=O)[O-])c(C)nn2C)n1	-2%	-5%	35%	2%	-7%	1%	4	-5%	7%
O=C(COc1ccc(Br)cc1)Nc1ccc(CN2CCOCC2)cc1	7%	?	8%	-1%	-11%	-7%	-11	6%	10%
